From PubChem BioAssay
FLuc modulator: qHTS profiling assay for firefly luciferase inhibitor/activator using purifed enzyme and Km concentrations of substrates (counterscreen for miR-21 project). hit rate 6.9% among 360,000. Luciferin 4-monooxygenase (Photinus pyralis), P08659. purified FLuc, Km substrates, luminescence inhibition. Potency, µM (series often up to 57.5 µM), for the others: at the highest dose activity change, negative = inhibition, most hits filed as inhibitors;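 further: potency means the concentration at half of the fitted maximal effect; plate controls were vehicle for no effect and reference inhibitor for full effect; nearly all actives have a fitted effect of over 55% in size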
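Purified P. pyralis luciferase, 10 nM final, with Km-level 10 uM D-luciferin and 10 uM ATP in 50 mM Tris acetate pH 7.5, 10 mM Mg acetate, 0.01% Tween-20, 0.05% BSA; 6-point qHTS titration about 60 µM downward; luminescence read.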
ELG1 genotox: qHTS screen for small molecules that induce genotoxicity in human embryonic kidney (HEK293T) cells expressing luciferase-tagged ELG1; HEK293T ELG1-luciferase reporter, luminescence, 16 h; Potency, µM (titrated, usually from 46 µM), for inactives: at the highest dose activity change, positive = activation, hits mostly activators; hit rate 1.3% among 330,000; further: potency means the concentration at half of the fitted maximal effect; % of control where 0% means no effect; nearly all actives have a fitted effect of over 60% in size
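Reporter readout depends on ELG1 protein level, which increases with genetic stress. After 16 hr compound exposure at 37 °C, luciferase activity was quantified using ONE-Glo.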
uPA generation: qHTS for Inhibitors of Cell Surface uPA Generation; hit rate 0.31% among 330,000; Potency, µM (doses to about 38.3 µM), for the others: at the highest dose activity change, negative = inhibition, actives largely listed as inhibitors; cell surface uPA generation assay, qHTS; active means well fitted inhibition curve with a large enough effect; inconclusive means small, poorly fitted or top-dose-only effect; inactive means no such curve, though single readings can be large or run the other way; tested in mouse RAW 264.7 cells; further: potency means the concentration at half of the fitted maximal effect; on the % scale 0 is the no-effect control and ±100 the full control effect; nearly all actives have a fitted effect of over 55% in size
NPC1 promoter act: qHTS Assay for NPC1 Promoter Activators. hit rate 2.4% among 320,000. Huh7 NPC1 promoter luciferase reporter, 24 h. Potency, µM (titrated, usually from 9.22 µM), inactives show at the highest dose activation, actives largely listed as activators;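 further: potency means the concentration at half of the fitted maximal effect; % of control where 0% means no effect; nearly all actives have a fitted effect of over 60% in size; reporter is driven by a mutant NPC1 promoter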
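Huh7 cells stably carrying NPC1 promoter–luciferase, plated in Opti-MEM with 10% FBS for 2 h, were exposed to compound in DMSO for 24 h at 37 °C; luciferase reagent was added for 10 min and luminescence read.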
RORgamma inh: qHTS for inhibitors of ROR gamma transcriptional activity | Potency, µM (top dose mostly 53.6 µM), without a hit: at the top dose activity change, negative = inhibition, actives largely listed as inhibitors | hit rate 5.4% among 310,000 | Drosophila S2 Gal4-RORgamma UAS-luciferase reporter, 20 h; further: potency means the concentration at half of the fitted maximal effect; on the % scale 0 is the no-effect control and ±100 the full control effect; nearly all actives have a fitted effect of over 60% in size
Target sequence (P51450 whole entry, looked up, the tested form may be a part): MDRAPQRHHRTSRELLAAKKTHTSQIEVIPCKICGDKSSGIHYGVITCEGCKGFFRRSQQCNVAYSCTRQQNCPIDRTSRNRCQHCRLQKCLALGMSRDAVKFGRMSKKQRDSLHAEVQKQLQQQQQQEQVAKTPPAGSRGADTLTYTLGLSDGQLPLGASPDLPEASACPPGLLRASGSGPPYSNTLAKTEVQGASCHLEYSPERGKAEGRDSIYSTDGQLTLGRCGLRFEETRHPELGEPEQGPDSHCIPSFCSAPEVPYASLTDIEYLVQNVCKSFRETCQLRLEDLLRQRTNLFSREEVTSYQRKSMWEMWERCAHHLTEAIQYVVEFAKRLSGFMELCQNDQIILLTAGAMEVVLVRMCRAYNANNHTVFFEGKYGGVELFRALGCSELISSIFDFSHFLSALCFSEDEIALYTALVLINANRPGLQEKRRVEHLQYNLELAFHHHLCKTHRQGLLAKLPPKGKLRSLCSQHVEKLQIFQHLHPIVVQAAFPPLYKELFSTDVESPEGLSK
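Drosophila Schneider cells stably carrying a metallothionein-driven Gal4 DBD–ROR gamma fusion and a UAS-Photinus luciferase reporter were exposed to compound for 1 hr, then induced with copper sulfate (700 uM final) for 20 hr at ambient temperature before luminescence reading.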
Gal4-VP16 FLuc: VP16 counterscreen qHTS for inhibitors of ROR gamma transcriptional activity; Drosophila S2 Gal4-VP16 UAS-luciferase, luminescence, 20 h; Potency, µM (titrated, usually from 53.6 µM), inactives show at the top dose activity, negative = inhibition, most hits filed as inhibitors; hit rate 3.5% among 310,000;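 further: Gal4-VP16 expression switched on by copper sulfate through the metallothionein promoter; potency means the concentration at half of the fitted maximal effect; on the % scale 0 is the no-effect control and ±100 the full control effect; nearly all actives have a fitted effect of over 50% in size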
Coupling enz: qHTS Assay for Inhibitors of Fructose-1,6-bisphosphate Aldolase from Giardia Lamblia: Coupling assay counterscreen. coupling enzyme system counterscreen, AmpLite Red fluorescence. activity change, negative = inhibition, % at 58.2 µM, hits read low. hit rate 0.67% among 290,000. AID 2472, 2010; in the data active means activity change below about -30%; further: on the % scale 0 is the no-effect control and ±100 the full control effect
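First, compound is pin-transferred into glyceraldehyde-3-phosphate coupling-enzyme reagent at 57.5 uM final and held 10 min at RT. Next, substrate, coupling system and AmpLite Red are added. After 20 min RT, fluorescence (525/598 nm) is read.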
Rab9 prom act: qHTS Assay for Rab9 Promoter Activators; Huh7 Rab9 promoter-luciferase reporter, luminescence, 24 h; hit rate 2.8% among 320,000; Potency, µM (titrated, usually from 9.22 µM), for inactives: at the top dose activation, negative = inhibition, usual class: activators; further: potency means the concentration at half of the fitted maximal effect; % of control where 0% means no effect; nearly all actives have a fitted effect of over 60% in size
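Measured in stably transfected Huh7 cells bearing a Rab9 promoter–luciferase construct: 24 h compound treatment at 37 °C, followed by luminescence detection.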
Tb PFK block: qHTS Assay to Find Inhibitors of T. brucei phosphofructokinase. T. brucei PFK, ADP-Glo luminescence. AID 485367, 2010. ATP-dependent 6-phosphofructokinase (Trypanosoma brucei brucei), O15648. hit rate 0.17% among 330,000. Potency, µM (highest dose often 57.5 µM), inactives show top-dose activity, negative = inhibition, hits mostly inhibitors;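 further: potency means the concentration at half of the fitted maximal effect; 0% = uninhibited 1x PFK enzyme wells and -100% = no-enzyme wells; nearly all actives have a fitted effect of over 60% in size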
Target sequence (O15648 whole entry, looked up): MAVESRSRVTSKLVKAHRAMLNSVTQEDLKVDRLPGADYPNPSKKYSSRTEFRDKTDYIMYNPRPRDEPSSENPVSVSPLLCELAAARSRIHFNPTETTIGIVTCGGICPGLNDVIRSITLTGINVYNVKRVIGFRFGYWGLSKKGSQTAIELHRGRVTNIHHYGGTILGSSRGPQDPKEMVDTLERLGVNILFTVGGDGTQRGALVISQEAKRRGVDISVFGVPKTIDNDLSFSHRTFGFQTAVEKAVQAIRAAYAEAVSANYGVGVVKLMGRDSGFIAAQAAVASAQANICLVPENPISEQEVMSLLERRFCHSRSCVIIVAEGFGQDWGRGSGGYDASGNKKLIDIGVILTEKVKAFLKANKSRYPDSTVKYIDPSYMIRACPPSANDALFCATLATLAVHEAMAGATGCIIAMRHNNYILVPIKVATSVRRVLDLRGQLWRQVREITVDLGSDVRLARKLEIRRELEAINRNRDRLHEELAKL
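ADP-Glo luminescence quantified ADP after 45 min at room temperature, with 1.25 nM T. brucei PFK, 0.1 mM ATP and 0.5 mM fructose-6-phosphate in pH 8.0 TEA buffer. qHTS titrations up to 57 µM; curves classified by quality.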
Giardia kill: Small Molecules that selectively kill Giardia lamblia: qHTS. Giardia lamblia trophozoite viability. activity change, % at 7.66 µM, hits read low. hit rate 0.15% among 340,000; in the data active means activity change below about -80%; inconclusive means between about -30% and that limit;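 further: parasites exposed to compound for two days anaerobically before the ATP read; on the % scale 0 is the no-effect control and ±100 the full control effect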
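Each well holds 100 Giardia trophozoites and compound. After two days (48 hrs) at 37 deg C in anaerobic conditions, ATP is quantified by luminescence.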
KCNH2 3.1 block: qHTS for Inhibitors of KCHN2 3.1: Mutant qHTS; Potassium voltage-gated channel subfamily H member 2, brain isoform KCNH2 3.1 (human); U2OS KCNH2 3.1, thallium flux FluxOr; stronger effect = lower value; activity change, % (tested at about 1.8 µM); hit rate 0.95% among 340,000;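 active means maximum activity change below -70%; inconclusive means maximum activity change from -70% to -50%; inactive means maximum activity change above -50%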;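 further: thallium influx rate constant from kinetic fluorescence after stimulation buffer; on the % scale 0 is the no-effect control and ±100 the full control effect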
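Virally transduced U2OS (3.1 isoform, 4 h infection in dark at RT) → overnight 37 C → FluxOr + Red40 in HBSS/HEPES, 45 min → stimulation buffer, 2 min kinetic read → rate constant vs DMSO controls.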
* marks the source's active call; other numbers are inactive results; ? = inconclusive; . = not tested or not shown; & = joins results of further samples; [ ] = dose if it differs, or a comment. Unless noted, the call rests on the fitted dose curve; in most records, active means well fitted curve in the direction sought with a large enough effect; inconclusive means small, poorly fitted or top-dose-only effect, or another doubt; inactive means no such curve, though single readings can be large; an effect the other way counts as inactive or inconclusive.

SMILES | FLuc modulator | ELG1 genotox | uPA generation | NPC1 promoter act | RORgamma inh | Gal4-VP16 FLuc | Coupling enz | Rab9 prom act | Tb PFK block | Giardia kill | KCNH2 3.1 block
CCOC(=O)c1c(NC(=O)CSc2nc3c(c(=O)n(C)c(=O)n3C)n2CC)sc(C)c1C | 2% | -1% | . | -1% | 3% | 16% | 2 | -2% | 9% | -17 | -10
Cc1cc2c(c(C)c1Cl)C(c1ccc3c(c1)OCO3)CC(=O)O2 (stereo unspecified) | . | 0% | 7% | . | 25% | 4% | -7 | . | -2% | -10 | -7
C=CCSc1nnc(-c2ccncc2)n1-c1ccc(OCC)cc1 | 2% | -11% | 10% | -3% | 28% | 8%[0.365 µM] | 5 | -1% | 1% | 1 | 12
O=C(Nc1cccc(F)c1)C1CCN(C(=O)N2CCOc3ccccc32)CC1 | 2% | -2% | 3% | -5% | 4% | 9% | 0 | -5% | 2% | -8 | -4
COc1ccc(OCCNC(=O)C(Cc2c[nH]c3ccccc23)NC(C)=O)cc1 (stereo unspecified) | 5% | 1% | 0% | -6% | 28% | -1% | 1 | 7% | 6% | -11 | -40
COc1ccc(NC(=O)C2CCCN(S(=O)(=O)c3cccnc3)C2)c(OC)c1 (stereo unspecified) | 2% | -4% | 15% | -3% | 21% | -2% | 0 | -6% | -5% | -12 | -22
CC(C)(C)OC(=O)CC12CCCCC1NC(=O)O2 (stereo unspecified) | 6% | -1% | 14% | -1% | 9% | 11% | 2 | -2% | -2% | -8 | 2
CCN(Cc1ccccc1)Cc1nc(CCc2ccccc2)no1 | 5% | -1% | 4% | -2% | 29% | -5% | 1 | -4% | 3% | 5 | 7
O=C(CSc1ncnc2nc[nH]c12)c1ccc(Cl)cc1 | -9% | 11% | ? | 12% | 26% | -2% | 0 | 17% | 3% | -2 | 6
CCCNC(=O)Nc1ccc(NC(C)=O)cc1 | 1% | 1% | 2% | 1% | -20% | 4% | -3 | 0% | 0% | -6 | 9
COC(=O)CSc1nc2ccccn2c(=O)c1C=O | -1% | ? | -5% | 22% | -3% | -9% | 1 | ? | -1% | 15 | 9
Cc1ccc(CN2CCNC(=O)C2CC(=O)NCCCn2cccn2)o1 (stereo unspecified) | 0% | 2% | -1% | 1% | 0% | 2% | 1 | -2% | -2% | -9 | 7
CCC(C)[C@H](NC(=O)OC(C)(C)C)C(=O)N/N=C/C1=Cc2ccccc2OC1 (stereo partly specified) | -7% | 6% | . | -3% | -38% | -1% | 0 | 1% | -2% | 15 | 1
Cc1ccc(CNC(=O)CNS(=O)(=O)c2ccc3c(c2)C(C)(C)C(=O)N3C)cc1 | -1% | -6% | 1% | -2% | -44% | -12% | 3 | 0% | -2% | 9 | 1
COCC(C)NC(=O)c1cc(S(=O)(=O)N2CCCCC2)ccc1N1CCOCC1 (stereo unspecified) | -3% | 2% | -1% | 0% | 4% | 6% | . | 1% | -4% | 8 | -8
CC1CCc2sc(C(=O)N/N=C/c3ccc(O)cc3)cc2C1 (stereo unspecified) | 2.1µM* | 15% | -7% | 0% | -16% | -21% | 0 | -1% | 0% | ? | 17
O=C(O)C1CC=CCC1C(=O)NCCc1cccc(Cl)c1 (stereo unspecified) | -1% | -8% | . | 10% | 3% | -16% | 13 | 3% | -6% | -3 | 13
CCN(C(=O)c1ccc(S(=O)(=O)N(C)C)cc1)C(C)C(=O)Nc1ccc(C)cc1 (stereo unspecified) | -1% | -6% | -10% | -3% | 13% | -4% | 3 | -1% | 9% | -1 | 5
CCOP(=O)(OCC)C(NC(=O)c1ccc(OC)c(OC)c1)c1ccccc1 (stereo unspecified) | -1% | 0% | 6% | -3% | 0% | -1% | 0 | -7% | -1% | 11 | -4
C#CC1(NC(=O)N(C)C)CCCCC1 | -2% | 0% | 12% | -6% | -10% | 4% | 2 | 0% | -1% | -10 | 3
CCN(C/C=C/c1ccccc1OC)Cc1ccccc1 | 2% | -8% | 3% | -1% | -14% | -3% | 0 | -3% | -1% | -28 | -1
Cc1cccc(C)c1NC(=O)C(NS(=O)(=O)c1cccs1)c1ccccc1 (stereo unspecified) | 2%&2% | 1% | -6% | -1% | 5% | -5% | 5 | -7% | -5% | 9 | 6
CN(C(=O)CSc1nncn1-c1ccccc1)C1CCS(=O)(=O)C1 (stereo unspecified) | -1% | -1% | 28% | -4% | . | . | . | -3% | -8% | -8 | -2
Cc1nn(CC(=O)N2CCc3ccccc3C2)c(C)c1[N+](=O)[O-] | 4% | 2% | -2% | -3% | -5% | -11% | -1 | 11% | 1% | -19 | 16
COc1ccc(Cl)cc1NC(=O)C(C)OC(=O)C1=NNC(=O)CC1 (stereo unspecified) | -1% | 1% | 9% | -2% | . | . | . | -3% | 2% | ? | -6
CCOCCc1nnc(NC(=O)CS(=O)(=O)c2ccc(C)cc2)s1 | -2% | 2% | 3% | 0% | -12% | 3% | 0 | 6% | 3% | 7 | 14
CC(C)c1ccc(OCC(=O)Nc2ccc(OC(F)(F)F)cc2)cc1 | 1% | -1% | 8% | 1% | 31% | -12% | 0 | -1% | -36% | -7 | -8
Cc1cccc2cc(C(c3nnnn3CC3CCCO3)N3CCc4ccccc4C3)c(=O)[nH]c12 (stereo unspecified) | 1% | -2% | . | -2% | ? | 9% | -44* | -4% | 3% | -20 | 4
COCC(=O)NC1CCN(S(=O)(=O)c2cccc(C(C)=O)c2)CC1 | -1% | 0% | -3% | -2% | 10% | -13% | 1 | 6% | 0% | 9 | 7
CCN(CC)S(=O)(=O)c1ccc2c(c1)c(=O)c(C(=O)N1CCc3ccccc3C1)cn2C | 0% | -3% | -1% | -3% | 23% | 2% | -2 | -1% | -5% | 1 | -3

Next records follow:
Value order: FLuc modulator	ELG1 genotox	uPA generation	NPC1 promoter act	RORgamma inh	Gal4-VP16 FLuc	Coupling enz	Rab9 prom act	Tb PFK block	Giardia kill	KCNH2 3.1 block
- CCN(CC)S(=O)(=O)c1ccc2nc(NC(=O)c3cccs3)sc2c1
    15µM*	?	4%	23%	-39%	-3%	9	?	-3%	-1	-5
- Cc1cc(C)c(-c2cc(NC(=O)CSc3nncn3C)n(-c3ccccc3)n2)cc1C
    -19%	-3%	-13%	-1%	7%	-3%	0	12%	1%	8	1
- CCC(=O)N1CCc2cc(Br)cc(S(=O)(=O)NCC3CCCO3)c21 (stereo unspecified)
    3%	2%	2%	-3%	?	-8%	5	-7%	2%	11	-7
- COc1cccc(CNC(=O)CCC2CCCN(C(=O)C3CCOCC3)C2)c1 (stereo unspecified)
    1%	-1%	2%	-1%	12%	-6%	0	-2%	-2%	-23	-37
